High-throughput results deposited in PubChem by several laboratories.
APP 5UTR inh – APP translation inhibition | SH-SY5Y APP 5'UTR-luciferase reporter, luminescence | inhibition, % at 2 µM | hit rate 0.82% among 190,000 | AID 1285;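 active = inhibition above a set limit, derived from the sample mean plus 3 SD, cut at about 45% in these data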; note: values of inactives mirror those of a sister screen read the other way
Hsp70 activator – Hsp70 transcriptional activation, primary screen. HeLa Hsp70 promoter luciferase reporter, luminescence; scaled: vehicle 0, proteasome-inhibitor control 100%. activation, % at 10 µM. hit rate 0.04% among 200,000. AID 1203;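 active = activation above the mean across all tested compounds plus 3 SD, cutoff set per campaign, cut at about 5.5% in these data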;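 note: 100% = MG132 at 30 µM as the positive control and 0% = DMSO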
STAT1 act – STAT1 signaling activation; NIH 3T3 STAT1-luciferase reporter, IFN-gamma, luminescence; 100% = IFN-gamma alone, no compound; activation (% of control), % at 5.5 µM; hit rate 2.6% among 200,000; AID 932;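 active = activation above the screen-wide mean activation plus 3 SD, cut at about 130% in these data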;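 note: raw ratio to IFN-gamma control signal so 100% means no change and 0% no light; values of inactives mirror those of a sister screen read the other way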
G6PDH CS – counter-screen for G6PDH assay hits: L. mesenteroides G6PDH inhibition; inhibition, % at 5 µM; Purified L. mesenteroides G6PDH, diaphorase/resazurin coupled fluorescence, 45 min; hit rate 0.12% among 200,000; AID 1020; in the data active = inhibition above about 50%
STAT3 act – STAT3 signaling activation; activation (% of control), % at 5.6 µM; U3A cells, IL-6 STAT3-luciferase reporter, luminescence; 100% = signal with IL-6 EC80 alone; hit rate 0.91% among 190,000; AID 871;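 active = activation above the screen-wide mean of compound activation plus 3 SD, cut at about 130% in these data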;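 note: 0% = background luminescence of wells with medium and substrate only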
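Test system: human U3A cells carrying STAT3-luciferase construct; control set: IL-6-only wells as 100% reference; timing: compound pre-incubation 1 h before IL-6, then 6 h stimulation at 37 °C; also added: IL-6 stimulus at 33 ng/mL final; evaluation: % activation versus median of IL-6-stimulated wells; detection: reporter luminescence signal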
Diaph act CS – diaphorase activation or chemical reduction counter-screen; Diaphorase/resazurin coupled assay, resorufin fluorescence, 16 min; active compounds read high; 1 = vehicle wells, 0 = NADH-free wells; activation factor at 20 µM; hit rate 0.005% among 190,000; AID 1229;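 active = diaphorase activity raised at least twofold by the compound at 20 µM; inactive = activation factor below 2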
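test system = bacterial diaphorase enzyme (C. kluyveri) | quantity = enzyme 0.07 U/mL final | reagent = NADH substrate 0.114 mM plus resazurin dye 0.1 mM, final | incubation = 16 min enzyme reaction, ambient temperature | buffer or medium = HEPES pH 7.4 buffer with MgCl2 and Tween 20 | signal = fluorescence of resorufin, 544 nm excitation, 590 nm emission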
Diaphorase inh – inhibits diaphorase or chemically oxidizes, flagging diaphorase assay artifacts | AID 1217 | hit rate 0.69% among 190,000 | inhibition, % at 20 µM | diaphorase resazurin-to-resorufin fluorescence, NADH, 16 min; bacterial (C. kluyveri) enzyme, not human;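 active = primary screen inhibition at 20 µM above a set limit, cut at about 50% in these data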;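 note: plate controls were DMSO with full reaction for no effect and wells lacking NADH for full effect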
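Test system: bacterial diaphorase enzyme (C. kluyveri); Quantity: 0.14 U/mL diaphorase, enzyme working solution; Times: reaction incubation of 16 min at room temperature; Measured by: fluorescence of resorufin formed from resazurin, Ex 544/Em 590 nm; Benchmarks: positive control minus NADH, DMSO neutral control.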
TLR4-MyD88 BLA – inhibitors of human TLR4-MyD88 binding | O00206+Q99836 | HeLa CL3-4 TLR4/MyD88 BLA complementation, FRET ratio | inhibition, % at 8.4 µM | hit rate 0.18% among 200,000 | AID 861; in the data active = inhibition above about 25%;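 note: 0% = vehicle and 100% = reference inhibitor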
Target sequence (O00206 whole entry, looked up): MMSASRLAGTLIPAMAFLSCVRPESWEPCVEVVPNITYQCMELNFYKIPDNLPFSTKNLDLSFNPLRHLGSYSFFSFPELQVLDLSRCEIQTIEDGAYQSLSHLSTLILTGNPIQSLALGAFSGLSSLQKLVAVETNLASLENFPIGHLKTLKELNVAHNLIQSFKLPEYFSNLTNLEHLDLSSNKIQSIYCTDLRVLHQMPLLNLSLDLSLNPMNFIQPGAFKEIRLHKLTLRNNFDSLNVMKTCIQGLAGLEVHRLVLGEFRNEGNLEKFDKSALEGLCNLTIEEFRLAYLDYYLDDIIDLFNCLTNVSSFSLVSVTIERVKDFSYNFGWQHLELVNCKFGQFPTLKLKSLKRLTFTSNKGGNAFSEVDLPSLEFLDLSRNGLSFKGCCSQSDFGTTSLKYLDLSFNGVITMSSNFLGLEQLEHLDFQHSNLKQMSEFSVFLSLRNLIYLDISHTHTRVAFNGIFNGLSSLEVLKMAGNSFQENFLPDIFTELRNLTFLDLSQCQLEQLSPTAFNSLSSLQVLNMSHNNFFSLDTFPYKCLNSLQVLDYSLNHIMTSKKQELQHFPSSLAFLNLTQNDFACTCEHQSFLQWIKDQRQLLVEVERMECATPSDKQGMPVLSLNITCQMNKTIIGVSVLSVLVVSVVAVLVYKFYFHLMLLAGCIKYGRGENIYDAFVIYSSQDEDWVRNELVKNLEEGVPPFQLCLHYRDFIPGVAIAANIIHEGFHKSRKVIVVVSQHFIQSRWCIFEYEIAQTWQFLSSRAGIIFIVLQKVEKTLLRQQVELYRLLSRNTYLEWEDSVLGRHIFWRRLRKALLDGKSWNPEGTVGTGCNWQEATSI
Target sequence (Q99836 whole entry, looked up): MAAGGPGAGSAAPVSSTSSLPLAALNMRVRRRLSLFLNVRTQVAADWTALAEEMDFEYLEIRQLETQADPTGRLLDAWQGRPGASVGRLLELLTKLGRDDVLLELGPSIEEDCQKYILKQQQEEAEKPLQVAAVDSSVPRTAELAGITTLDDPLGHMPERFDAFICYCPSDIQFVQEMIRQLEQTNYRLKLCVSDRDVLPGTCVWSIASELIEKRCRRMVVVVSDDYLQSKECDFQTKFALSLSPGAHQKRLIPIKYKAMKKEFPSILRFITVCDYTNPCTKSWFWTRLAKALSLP
STAT1 blocker – STAT1 signaling inhibition | inhibition, % at 5.5 µM | NIH 3T3 STAT1-luciferase reporter, IFN-gamma, luminescence | hit rate 0.35% among 200,000 | AID 920;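 active = inhibition above a set limit, the mean inhibition across all tested compounds plus 3 SD, cut at about 34% in these data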;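 note: 0% = IFN-gamma with DMSO and 100% = IFN-gamma with 300 µM nifuroxazide; values of inactives mirror those of a sister screen read the other way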
STAT3 blocker – STAT3 signaling inhibition | U3A cells, IL-6 STAT3-luciferase reporter, luminescence; host cell line lacks STAT1 | inhibition, % at 5.5 µM | hit rate 0.89% among 190,000 | AID 862;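 active = inhibition above the mean inhibition across all screened compounds plus 3 SD, cut at about 44% in these data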;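 note: 0% = DMSO only wells and 100% = 100 µM nifuroxazide control wells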
* hit, by the source's call; / = not tested or not shown.

smiles,APP 5UTR inh,Hsp70 activator,STAT1 act,G6PDH CS,STAT3 act,Diaph act CS,Diaphorase inh,TLR4-MyD88 BLA,STAT1 blocker,STAT3 blocker
COc1ccc(OC)c(/C=N/NC(=O)CC2C(=O)NN=C2C)c1 (configuration not stated),-7.8,0.1,99.6,7.4,102.3,0.9,6.7,-10.7,0.4,2.1
COc1ccc(C(=O)NCC(=O)NCC(=O)OCC(=O)c2cccs2)cc1,14.1,-0.3,91.2,5.2,90.8,0.9,10.3,0.1,10.0,14.8
COc1cccc(C2C(C(=O)/C=C/c3ccco3)=C(O)C(=O)N2CCN2CCOCC2)c1 (configuration not stated),-5.0,-0.2,93.7,26.6,97.8,0.6,38.6,-7.9,4.8,8.8
CCCS(=O)(=O)N1CCN(Cc2c[nH]c3ccccc23)CC1,-32.3,0.0,89.2,13.3,124.4,0.8,15.1,-1.1,10.0,-25.0
COc1ccccc1S(=O)(=O)CC(O)COc1ccc(F)cc1Cl (configuration not stated),1.9,-0.1,107.7,20.5,102.6,0.9,12.7,-0.8,-10.2,7.7
O=C1CS/C(=N/N=C2C3CC4CC(C3)CC2C4)N1,-11.0,-0.1,107.6,-8.1,100.8,0.9,5.5,-6.6,-8.5,1.3
CC(=O)Nc1ccc(NC(=O)CN(c2ccc([N+](=O)[O-])cc2)S(=O)(=O)c2ccccc2)cc1,-5.4,0.0,106.4,16.4,91.4,0.8,21.4,-7.2,-9.0,14.7
CC1CCCC(C(=O)OCc2ccccc2)N1 (configuration not stated),-22.0,-0.1,104.2,1.6,97.3,0.9,10.4,-16.0,-4.5,6.8
CCOC(=O)c1sc(=S)n(C)c1C,4.2,-0.3,100.8,9.1,98.8,1.1,-9.5,1.5,-0.9,8.8
O=C1c2ccccc2S(=O)(=O)N1Cc1cccc(S(=O)(=O)N2CCOCC2)c1,5.2,0.1,99.9,6.4,106.6,0.9,7.8,6.0,0.1,-2.0
N#CC1=C2SCN(Cc3ccco3)CN2C(=O)CC1c1ccccc1F (configuration not stated),-7.8,-0.2,95.4,29.5,100.7,0.5,46.5,1.7,5.0,3.7
OCc1ccccc1OCCOc1ccc(Cl)c2cccnc12,-25.2,-0.3,108.7,5.3,92.8,0.9,13.3,14.5,-9.5,11.7
C(=C\c1ccccc1)/C=N/Nc1nncc(-c2ccccc2)n1,1.1,-0.4,102.2,-17.2,99.8,1,0.2,5.8,-2.5,3.3
N=c1ncn(Cc2ccccc2)c2nc(SCCOc3ccccc3)[nH]c12,-9.6,-0.3,99.8,-15.0,100.2,0.8,17.9,-9.3,0.2,-0.8
CC(C)C(c1nnnn1CCc1ccccc1)N1CCN(C(=O)c2ccco2)CC1 (configuration not stated),-2.7,-0.3,99.5,10.5,108.7,0.9,6.7,-14.8,0.5,0.1
NS(=O)(=O)c1cccc(NC(=S)NC(=O)C23CC4CC(CC(C4)C2)C3)c1,-13.1,0.3,109.5,1.5,105.4,0.9,12.8,-14.2,-10.7,-9.3
Cc1[nH]n(-c2cccc(Cl)c2)c(=O)c1C=NCC(C)C,-77.2,-0.1,144.3*,3.5,112.5,0.9,12.9,-2.2,-50.6,-11.0
COc1ccc(C(=O)C(OC(=O)c2ccccc2Cl)c2ccccc2)cc1 (configuration not stated),-25.8,-0.1,139.7*,-17.3,118.5,0.8,15.4,0.1,-43.6,-27.6
CCOC(=O)NC(=O)CSc1nc(C)cc(C(F)(F)F)c1C#N,-2.4,0.1,117.7,2.3,97.2,0.8,19.4,-11.3,-19.4,9.4
CC(C)NS(=O)(=O)c1ccc(NC(=O)CCc2ccccc2)cc1,26.7,-0.3,107.0,-2.1,102.2,1,4.0,-4.3,-7.5,-1.1
C/C(CCC(=O)OC[C@H]1O[C@H](C#Cc2ccccc2)C=C[C@@H]1Oc1ccc(C)cc1)=N\O[C@@H](C)CN1CCCCc2nc(C)c(C)cc21,8.1,0.5,88.4,17.3,100.5,0.9,8.9,-11.4,12.8,-3.5
C=CCOc1c(Br)cc(CNn2nnnc2N)cc1OC,-6.2,-0.4,93.0,5.9,97.4,0.9,12.3,-19.6,7.6,2.6
COc1ccc(N=c2ssnc2Cl)cc1,-17.0,-0.2,96.5,-0.7,80.2,0.9,10.8,-2.5,3.8,26.0
CSc1ccccc1C(=O)NCC1CCCO1 (configuration not stated),9.1,-0.1,97.0,5.0,105.8,1.1,-7.0,-3.6,3.3,-0.6
Cc1cccc(NC(=O)NCCc2c[nH]c3ccccc23)c1,4.0,-0.2,101.7,14.0,91.9,1,0.5,5.2,-1.9,13.0
Cc1ccc(OC(C)c2nnc(N)s2)cc1Cl (configuration not stated),-4.9,-0.4,101.2,-5.5,87.4,0.8,20.4,1.6,-1.3,14.1
O=C1c2oc3ccccc3c(=O)c2C(c2cccc(O)c2)N1CCCN1CCOCC1 (configuration not stated),10.9,-0.1,102.9,5.2,105.1,0.9,8.6,-2.7,-3.2,2.7
CC1(C(=O)O)CCC(C(=O)NC2CCCCCC2)C1(C)C (configuration not stated),-5.8,-0.3,101.4,3.7,102.5,0.9,12.8,3.0,-1.5,-0.2
Cc1nccn1-c1ncnc2sc3c(c12)CCCC3,-9.3,-0.4,100.1,6.4,95.7,0.9,12.8,2.8,-0.1,10.2
CCCNc1nc(C)c(C(C)=O)cc1C#N,/,-0.5,104.3,1.8,101.0,0.9,12.2,11.2,-4.6,5.8
COc1ccc2ccccc2c1CN1CCCC(CO)C1 (configuration not stated),-13.2,-0.4,98.8,9.1,92.6,1,2.3,3.0,0.2,14.8
Cc1cccc2c(CCNC(=O)c3ccc([N+](=O)[O-])cc3)c[nH]c12,-12.8,-0.4,108.8,1.8,98.2,1,2.5,-4.8,-9.6,-3.0
C=CCn1c(C)cc(C2=NNC(=NCC)SC2)c1C,69.1*,-0.6,15.6,-3.3,8.9,0.9,5.1,-8.2,94.7*,107.7*
COc1ccc([N+](=O)[O-])cc1NC(=S)NC(C)=O,-14.6,-0.2,102.1,4.5,100.0,1,-2.1,2.1,-5.2,4.8
O=C(O)C1C2C=CC(C2)C1C(=O)OCc1ccccc1 (configuration not stated),5.0,-0.1,101.5,-1.8,80.2,0.9,11.0,22.1,-1.7,27.1
Cn1c(SCC(=O)NC(c2ccccc2)c2ccccc2)nnc1-c1cccs1,3.4,-0.4,90.8,0.4,89.2,0.9,12.6,7.3,12.5,14.0
COc1cc(/C=C2/C(=O)CNC2=O)ccc1O,2.6,-0.1,97.2,7.3,107.4,0.9,7.6,3.3,1.6,-1.6
O=C(NC1(C(F)(F)F)NC(=O)N(Cc2ccco2)C1=O)c1cccnc1 (configuration not stated),-19.7,0.4,102.8,-9.3,101.9,0.7,25.4,-3.2,-3.0,0.6
CCCNC(=O)CS(=O)(=O)Cc1nc(-c2cccc(OC)c2)oc1C,22.2,-0.1,98.9,-16.6,107.3,0.9,7.7,-3.5,1.2,-3.5
Nn1cnnc1SC1CCCCC1NS(=O)(=O)c1ccccc1 (configuration not stated),-20.9,0.0,101.5,-0.8,98.4,1,-0.1,-6.5,-1.7,6.7
Cn1c(=O)c2c(ncn2CC(O)CNc2cccc(Cl)c2)n(C)c1=O (configuration not stated),-14.6,0.1,80.7,5.0,75.3,0.9,6.4,-12.1,19.2,31.1
Cn1nnc(NC(=O)c2cccs2)n1,-3.8,-0.1,91.9,-5.1,103.9,0.9,12.1,2.4,10.2,0.5
CCCOP(=O)(OCCC)c1c([N+](=O)[O-])cc(C(F)(F)F)cc1[N+](=O)[O-],-9.8,-0.2,103.1,7.5,98.5,0.9,10.6,2.0,-3.4,7.3
Cc1ccc(O)c(N=Cc2cccs2)c1,-56.7,-0.2,124.9,36.3,108.5,0.7,29.7,9.6,-27.8,-9.3
COc1ccc(NC(=O)CN2CCN(c3ccccc3Cl)CC2)cc1,-0.9,-0.1,96.0,4.3,102.0,0.9,6.9,10.1,4.3,1.3
CCOc1ccccc1NC(=S)N1CCN(c2nc(-c3ccc(F)cc3)cs2)CC1,-7.7,-0.1,98.1,13.0,95.3,0.9,7.9,-2.5,1.1,12.1
Cc1ccc(NC(=S)N2CCCC(c3nc4ccccc4[nH]3)C2)cc1 (configuration not stated),-0.3,0.2,94.1,-1.5,109.8,0.8,16.9,-6.9,5.5,-3.3
Fc1ccc(-n2cnnn2)c(F)c1,5.5,-0.3,105.6,11.8,102.6,0.9,8.6,-1.6,-6.1,1.1
COc1ccc(-n2ncc3c(N4CCCc5ccccc54)ncnc32)cc1,-48.9,-0.1,187.4*,-20.8,76.5,0.9,12.4,-5.6,-96.0,30.9
CCn1c(NCc2ccccn2)nc2c1c(=O)n(C)c(=O)n2C,-5.7,-0.3,94.9,0.3,103.0,0.9,9.9,-7.6,5.5,1.3
CCN(CC)C(=O)CSc1nnc(CCCCCNC(=O)OC(C)(C)C)o1,-14.6,-0.2,90.4,8.5,106.5,0.6,38.1,4.0,10.5,-3.3
Cc1cc(C(=O)Nc2c(C)n(C)n(-c3ccccc3)c2=O)c2ccccc2n1,-13.3,-0.2,100.0,1.1,99.2,0.9,12.5,7.0,0.0,4.6

One compound at a time (already shown). Values in the order: APP 5UTR inh | Hsp70 activator | STAT1 act | G6PDH CS | STAT3 act | Diaph act CS | Diaphorase inh | TLR4-MyD88 BLA | STAT1 blocker | STAT3 blocker
Record of `CCn1c(NCc2ccccn2)nc2c1c(=O)n(C)c(=O)n2C` = -5.7 | -0.3 | 94.9 | 0.3 | 103.0 | 0.9 | 9.9 | -7.6 | 5.5 | 1.3
Record of `N#CC1=C2SCN(Cc3ccco3)CN2C(=O)CC1c1ccccc1F` (configuration not stated) = -7.8 | -0.2 | 95.4 | 29.5 | 100.7 | 0.5 | 46.5 | 1.7 | 5.0 | 3.7
Record of `O=C1CS/C(=N/N=C2C3CC4CC(C3)CC2C4)N1` = -11.0 | -0.1 | 107.6 | -8.1 | 100.8 | 0.9 | 5.5 | -6.6 | -8.5 | 1.3
Record of `COc1ccc(-n2ncc3c(N4CCCc5ccccc54)ncnc32)cc1` = -48.9 | -0.1 | 187.4* | -20.8 | 76.5 | 0.9 | 12.4 | -5.6 | -96.0 | 30.9

Random draw from the library (roughly 6.1% active in at least one column).
